Screens as filed in PubChem BioAssay.
HDAC3 inhib: human HDAC3 inhibition; recombinant HDAC3, fluorogenic peptide/trypsin coupled, fluorescence; inhibition, % at 8.3 µM; 320,000 compounds, 0.15% hits; in the data active means inhibition above about 26%, passing the limit was not always enough; inconclusive means no clear call, values can overlap the other calls
Target sequence (O15379 whole entry, looked up): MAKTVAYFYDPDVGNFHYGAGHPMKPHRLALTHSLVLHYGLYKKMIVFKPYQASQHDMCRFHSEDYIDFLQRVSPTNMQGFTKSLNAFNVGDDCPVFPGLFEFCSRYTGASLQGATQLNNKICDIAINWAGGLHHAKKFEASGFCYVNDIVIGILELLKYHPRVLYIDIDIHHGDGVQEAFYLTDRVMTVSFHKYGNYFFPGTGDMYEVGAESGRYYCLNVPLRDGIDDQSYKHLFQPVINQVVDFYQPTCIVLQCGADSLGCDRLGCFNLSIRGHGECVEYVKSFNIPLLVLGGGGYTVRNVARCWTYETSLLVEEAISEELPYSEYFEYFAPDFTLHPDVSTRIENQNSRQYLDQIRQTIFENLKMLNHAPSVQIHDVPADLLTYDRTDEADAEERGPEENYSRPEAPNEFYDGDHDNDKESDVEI
HSP90 refold inh: blocks HSP90-mediated luciferase refolding in reticulocyte lysate; Rabbit reticulocyte lysate, luciferase refolding luminescence, 3 h; inhibition, % at 5.6 µM; 290,000 compounds, 0.91% hits; AID 1789;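 active means inhibition above the screen-wide mean plus 3 SD, computed separately per campaign, cut at about 16% in these data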;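 further: 0% = DMSO wells and 100% = 60 µM geldanamycin wells; inhibitors lower the luminescence because luciferase stays unfolded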
Platelet DG rel: platelet dense granule release activity; 300,000 compounds, 0.22% hits; human platelet-rich plasma, SFLLRN dense granule ATP release, luminescence; inhibition, %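 (compounds screened at 7.5 µM in platelet-rich plasma)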;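 active means mean replicate score, as percent of positive control, at or above 50; inconclusive means mean below 50 but at least one replicate at or above 50; inactive means mean and every replicate below 50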
KLF5 inhibitor: kruppel-like factor 5 inhibition; 290,000 compounds, 0.23% hits; DLD-1 KLF5 promoter-luciferase reporter, luminescence; inhibition, % at 5 µM;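 active means inhibition above a per-plate limit of that plate's mean compound inhibition plus 3 SD, cut at about 60% in these data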;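 further: 0% = DMSO wells and 100% = LY294002 at 200 µM; higher means less KLF5 promoter-driven luciferase light; inactives centre near -14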
HSF1 inh: HSF1 inhibition | 300,000 compounds, 0.77% hits | activity change, negative = inhibition, % at 7.5 µM (by protocol) | NIH3T3-HGL HSE-luciferase, MG132-induced, luminescence 8 h; active compounds read low;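 active means more than half of replicate wells show activity change below -50%, luminescence cut by over half; inconclusive means some wells, but at most half, below -50%; inactive means no replicate well below -50%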;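 further: luciferase reports HSF-1 transcriptional activity via heat shock element; 0% = median of DMSO wells and -100% = zero luminescence signal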
IEC-6 cytotox: counter-screen for KLF5 inhibitors: cytotoxicity in IEC-6 cells; IEC-6 cytotoxicity, luminescence viability; 290,000 compounds, 0.78% hits; AID 1825; inhibition, % at 5 µM; in the data active means inhibition above about 22%;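 further: 0% = plate median of test compound wells and 100% = cytotoxic reference compound wells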
aSyn 5UTR inh: MLPCN primary screen, SNCA 5' untranslated region; inhibition, % (tested at 7.5 µM); alpha-synuclein 5'UTR reporter, inhibitor activity; 300,000 compounds, 0.82% hits; AID 1813; in the data active means inhibition above about 60%; inconclusive means no clear call, values can overlap the other calls;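 further: H4 neuroglioblastoma cells stably carrying SNCA 5'UTR luciferase fusion; 0% = DMSO wells and 100% = positive control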
HIF act: HIF pathway transcriptional activation; U2OS HRE-luciferase reporter, luminescence; normalized: DMSO 0%, desferrioxamine 100%; activation, % at 7.5 µM (by protocol); 300,000 compounds, 0.32% hits; AID 1910;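 active means mean activation of at least 10% of the iron chelator positive control signal, with at least half of replicates also reaching 10%; inconclusive means mean and replicate majority disagree about reaching 10%; inactive means mean and most replicates under 10%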
HSF-1 act: increases HSF-1 driven luciferase reporter signal; NIH3T3-HGL HSF-1 luciferase reporter, MG132, 8 h; 100% = twice DMSO control signal; activation, % at 9 µM; 300,000 compounds, 1.7% hits; AID 504408;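 active means mean replicate activation of at least 50% with a set share of replicates each reaching 50%; inconclusive means only one of those two conditions met; inactive means mean below 50% and too few replicates reaching it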;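 further: 0% = median of the neutral control wells and 100% = twice that signal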
AI-2 QS modul: modulators of Vibrio harveyi AI-2 quorum sensing system | Vibrio harveyi JMH597 AI-2 luminescence/OD600 ratio, 9 h; active compounds read low; strain lacks LuxN and CqsS sensors; 0 = neutral-control median | activity change, % at 7.5 µM | 300,000 compounds, 0.4% hits; in the data active means activity change below about -75%, passing the limit was not always enough; inconclusive means no clear call, values can overlap the other calls;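 further: luminescence divided by OD600 gain over 9 h not by final OD600 alone; inactives centre near 13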
* hit, by the source's call; ? = inconclusive; · = not tested or not shown. An unsorted share of the library; overall some 5% were active at least once.

no.	molecule	HSF1 inh	KLF5 inhibitor	Platelet DG rel	HIF act	IEC-6 cytotox	AI-2 QS modul	HSP90 refold inh	HDAC3 inhib	aSyn 5UTR inh	HSF-1 act
1	S=C(Nc1ccc(Cl)cc1)Nc1ccc2cn[nH]c2c1	-46	-37	3	10*	-8	12	1	1	-175	-59
2	O=C(NCCS(=O)(=O)N1CCN(c2ccccc2)CC1)c1ccc2c(c1)OCO2	-1	·	10	-0.2	·	19	·	1	19	-9
3	CC(=O)c1cccc(NC(=O)Cn2cnc(S(=O)(=O)N3CCOCC3)c2)c1	-7	-6	-10	0.1	1	18	1	0	0	-3
4	CCOc1ccccc1NC(=O)CN1C(=O)C(C)SC(C)C1=O (stereo not drawn)	-11	-24	-9	-0.2	6	1	1	-2	25	-18
5	Cc1ccccc1-c1ccnc2[nH]n(-c3ccccc3)c(=O)c12	-7	-16	0	0.9	-7	5	-4	12	11	4
6	Cn1c(=O)n(C)c2cc(S(=O)(=O)Nc3ccccc3O)ccc21	-1	-15	3	0.0	0	15	-2	-5	-19	-9
7	COCCn1c(-c2ccc(Cl)cc2)nc2c(c(=O)c3ccccc3n2C)c1=O	-18	-4	-43	-0.7	0	43	-2	3	20	-28
8	CC(=O)[C@@H]1[C@@H](C)N(Cc2ccccc2)C(=O)N[C@H]1c1cccc(C(F)(F)F)c1	-4	·	-3	-1.4	·	29	·	2	19	1
9	COc1cc2oc3ccccc3c2cc1N(CC(=O)N(C)C)S(=O)(=O)c1ccc(C)cc1	·	5	·	·	-4	2	2	7	·	·
10	Cc1ccc(N(C(=O)C2COc3ccccc3O2)C(C(=O)NC2CCCCC2)c2cn(C)nc2C)cc1 (stereo not drawn)	10	-36	-2	0.1	-2	17	-1	3	-1	-4
11	Cn1c(SCc2c(F)cccc2Cl)nnc1-c1cnccn1	-23	-130	1	5.0	11	15	1	-1	-126	-32
12	CC(=O)c1c2c3c(cccc3n(C)c1=O)C(=O)c1ccccc1-2	1	-39	18	-0.1	-1	3	1	7	32	16
13	CCOC(=O)c1c(C)[nH]c(C=O)c1Cc1cccc(Cl)c1	8	10	0	1.6	10	7	5	-6	?	31
14	O=C(c1cccc(NS(=O)(=O)c2cccc([N+](=O)[O-])c2)c1)N1CCOCC1	-1	-19	1	-0.2	3	18	1	-6	8	-1
15	CC(C)(C)NCC(O)Cn1cc(C=O)c2ccccc21 (stereo not drawn)	-9	-7	2	-0.2	-2	11	0	1	14	-18
16	O=C(NC(=S)Nc1ccc(Cl)cn1)c1cc([N+](=O)[O-])ccc1N1CCOCC1	-3	-19	5	0.8	-4	13	-3	-1	-3	7
17	COc1ccccc1C(=O)N1CCN(c2ccccn2)CC1	5	-26	7	-0.3	1	17	1	-5	33	-3
18	CN1CCN(CC(=O)O)CC1	·	5	·	·	-1	·	-2	-3	·	·
19	c1nc(NC2CCCCCC2)c2[nH]cnc2n1	-2	-22	-23	0.4	0	-5	2	1	-33	0
20	Nc1nnn(CC(=O)N/N=C/c2ccccc2)n1	0	-25	4	-0.5	-3	8	3	-4	9	3
21	OCCNCC1(O)C2CC3CC(C2)CC1C3 (stereo not drawn)	-29	-32	1	0.2	2	16	-2	-1	-1	-45
22	Cc1ccnc(Cc2ccccc2)n1	-7	-35	1	-12	-3	-5	-2	1	18	2
23	CN1C(C(=O)NCc2ccccc2)CC2Cn3c(nc4ccccc43)C21 (stereo not drawn)	-1	·	7	-0.2	·	18	·	0	9	-1
24	COc1ccc(N2C(=O)c3ccccc3C(C)(C)C2=O)cc1	-2	-10	-3	0.1	5	2	2	7	7	8
25	O=C(c1ccco1)N1CCN(C(=O)C2CCCc3c2[nH]c2ccc(Cl)cc32)CC1 (stereo not drawn)	8	-13	-1	-0.1	-2	26	0	-9	42	17

Compound profiles, as listed above. Screens in order: HSF1 inh, KLF5 inhibitor, Platelet DG rel, HIF act, IEC-6 cytotox, AI-2 QS modul, HSP90 refold inh, HDAC3 inhib, aSyn 5UTR inh, HSF-1 act
Entry for Cn1c(=O)n(C)c2cc(S(=O)(=O)Nc3ccccc3O)ccc21 : -1, -15, 3, 0.0, 0, 15, -2, -5, -19, -9
Entry for Nc1nnn(CC(=O)N/N=C/c2ccccc2)n1 : 0, -25, 4, -0.5, -3, 8, 3, -4, 9, 3
Entry for CCOC(=O)c1c(C)[nH]c(C=O)c1Cc1cccc(Cl)c1 : 8, 10, 0, 1.6, 10, 7, 5, -6, ?, 31
Entry for CC(=O)[C@@H]1[C@@H](C)N(Cc2ccccc2)C(=O)N[C@H]1c1cccc(C(F)(F)F)c1 : -4, ·, -3, -1.4, ·, 29, ·, 2, 19, 1
Entry for Cc1ccccc1-c1ccnc2[nH]n(-c3ccccc3)c(=O)c12 : -7, -16, 0, 0.9, -7, 5, -4, 12, 11, 4

The list goes on:
no.	molecule	HSF1 inh	KLF5 inhibitor	Platelet DG rel	HIF act	IEC-6 cytotox	AI-2 QS modul	HSP90 refold inh	HDAC3 inhib	aSyn 5UTR inh	HSF-1 act
26	Cc1ccc2c(C(=O)CSc3ccccc3)c(C)[nH]c2c1	24	-9	-2	2.1	-2	3	-3	0	-109	55*
27	COc1cc(C2C(C(=O)OC(C)C)=C(C)Nc3[nH]c(=O)[nH]c(=O)c32)ccc1O (stereo not drawn)	0	-4	7	-0.3	0	16	-2	4	29	-10
28	COc1ccc2nc(C)cc(SCC(=O)N3CCCCC3)c2c1	2	-12	2	1.0	-2	-3	-3	8	-26	11
29	COc1ccc(-n2c(SCC(=O)Nc3nccs3)nc3sc4c(c3c2=O)CCN(C)C4)cc1	2	-24	8	-0.4	-1	10	0	5	6	-6
30	O=c1n(Cc2ccccc2)c2cc(Cl)cnc2n1Cc1ccccc1	1	-8	7	2.3	6	19	3	0	14	14
31	CC(c1ccccc1)C1CC(=O)N(c2cc(Cl)ccn2)C1=O (stereo not drawn)	7	-5	2	-0.3	-1	7	6	-5	9	-7
32	COc1ccc(Cc2nnc(SCC(=O)N(c3ccccc3)C(C)C)n(N)c2=O)cc1	0	·	0	-1.1	·	25	·	6	8	-10
33	COc1ccc(/C=N/Nc2ccc([N+](=O)[O-])cc2)cc1Cn1cc([N+](=O)[O-])cn1	9	-7	-15	-0.4	-6	15	0	2	-6	14
34	N/C(=N\OC(=O)/C=C/c1ccccc1)c1ccccc1	21	-112	12	1.7	-4	-18	-2	0	-243	15
35	CCc1nn(C(CC)C(=O)NCCCc2ccccc2)c(=O)c2cc3occc3n12 (stereo not drawn)	2	-8	-4	-0.6	4	2	2	1	8	-10
36	CC(OC(=O)c1ncc(Cl)c(Cl)c1Cl)C(=O)NC1(C#N)CCCCC1 (stereo not drawn)	-8	·	6	?	·	3	·	-5	-35	-13
37	CCc1nnc(NC(=O)COc2ccc(N(C)S(=O)(=O)c3ccc(C)cc3)cc2)s1	8	-3	0	-0.9	9	7	-5	·	-8	-20
38	O=C(O)Cc1sc(-c2ccccc2Cl)nc1-c1ccccc1	-7	-11	4	-0.1	4	6	-3	6	12	8
39	Cc1ccnc(NS(=O)(=O)c2ccc(NC(=O)Cc3ccc(F)cc3)cc2)n1	-8	-24	-1	-1.0	-10	6	-3	1	19	1
40	Fc1ccccc1/C=C1\CCCC2=C1NC(=S)NC2c1ccccc1F (stereo not drawn)	0	-32	-7	-0.1	-2	-4	14	11	-7	22
41	O=C(O)c1ccc2c(c1)C(=O)N(CCc1ccccc1)C2=O	14	-30	4	2.2	2	-2	2	6	-10	22
42	CCOc1cc(CNc2ccc3c(c2)CCC3)ccc1OC	-10	-1	3	0.8	2	28	15	13	-163	-13
43	COC(=O)c1ccc(Cn2cnc3cnccc32)cc1	-3	-32	0	1.0	-3	0	-3	-4	-2	5
44	Cc1cccc(NC(=O)Nc2ccc3c(c2)OCO3)n1	15	-134	2	2.6	-6	5	-5	4	-251	44
45	CC1CCN(S(=O)(=O)c2ccc3c(c2)NC(=O)CS3)CC1	4	-21	5	-0.5	-2	16	-8	-2	10	-5
46	O=C(CSc1nc2cc(Cl)ccc2s1)N1CCN(C(=O)c2ccco2)CC1	1	-3	1	0.3	-4	16	-3	13	6	15
47	CC1CC(C)CN(C(=O)COC(=O)c2ccc[nH]c2=O)C1 (stereo not drawn)	-6	-4	0	-0.4	4	19	1	-6	14	16
48	CSc1nc(-c2ccco2)nn1S(=O)(=O)c1ccc(C)cc1	-3	-14	-7	0.3	0	-3	-3	-3	7	-9
49	Cc1nn(C)cc1N1C(=O)c2cccc3c(N)ccc(c23)C1=O	5	-6	-4	-0.7	-4	27	7	3	15	21
50	CCOc1ccc(N2C(=O)Nc3ccccc3C2(O)C(=O)NCc2ccco2)cc1 (stereo not drawn)	-4	14	-10	0.1	0	17	3	4	5	0
51	COc1ccc(C(CCN2CCCC2)c2c(O)cc(OC)cc2OC)cc1 (stereo not drawn)	-3	·	2	0.3	·	32	·	2	-31	-1
